pPAFAH FP inh: pPAFAH enzyme inhibitors, primary screen, biochemical, fluorescence polarization, human | Platelet-activating factor acetylhydrolase (Homo sapiens), Q13093 | recombinant pPAFAH, FP-rhodamine probe fluorescence polarization | inhibition, % at 3.39 µM | 1.5% of 330,000 active;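 active = inhibition above the mean inhibition across the screen plus 3 SD, cut at about 25% in these data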;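 note: inhibitors block binding of the rhodamine activity-based probe so polarization drops; 0% = enzyme with DMSO and 100% = wells lacking pPAFAH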
Target sequence (Q13093 whole entry, looked up): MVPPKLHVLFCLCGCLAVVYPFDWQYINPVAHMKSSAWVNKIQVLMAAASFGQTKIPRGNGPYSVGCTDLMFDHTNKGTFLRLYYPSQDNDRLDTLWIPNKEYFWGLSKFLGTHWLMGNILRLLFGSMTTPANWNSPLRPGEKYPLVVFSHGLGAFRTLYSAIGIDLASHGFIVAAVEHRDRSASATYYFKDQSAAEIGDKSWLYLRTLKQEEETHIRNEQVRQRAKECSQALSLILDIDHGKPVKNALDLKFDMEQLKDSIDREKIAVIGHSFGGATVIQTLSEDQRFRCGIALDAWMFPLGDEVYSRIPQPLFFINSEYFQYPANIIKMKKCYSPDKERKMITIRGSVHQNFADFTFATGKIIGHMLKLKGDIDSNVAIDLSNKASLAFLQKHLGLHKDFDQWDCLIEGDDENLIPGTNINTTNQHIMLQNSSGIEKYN
MCL1 BIM primary: inhibitors of MCL1 binding to BIM-BH3, primary screen, biochemical, fluorescence polarization; Induced myeloid leukemia cell differentiation protein Mcl-1 (Homo sapiens), Q07820; inhibition, % at 10.9 µM; AID 2057, 2009; 0.68% of 320,000 active; GST-MCL1 / FITC-Bim-BH3 fluorescence polarization;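 active = inhibition above the mean inhibition of all tested compounds plus 3 SD, set per campaign, cut at about 40% in these data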;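 note: 0% = DMSO wells and 100% = unlabeled Bim-BH3 peptide control; higher means more loss of mP so more displacement of Bim peptide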
Target sequence (Q07820 whole entry, looked up): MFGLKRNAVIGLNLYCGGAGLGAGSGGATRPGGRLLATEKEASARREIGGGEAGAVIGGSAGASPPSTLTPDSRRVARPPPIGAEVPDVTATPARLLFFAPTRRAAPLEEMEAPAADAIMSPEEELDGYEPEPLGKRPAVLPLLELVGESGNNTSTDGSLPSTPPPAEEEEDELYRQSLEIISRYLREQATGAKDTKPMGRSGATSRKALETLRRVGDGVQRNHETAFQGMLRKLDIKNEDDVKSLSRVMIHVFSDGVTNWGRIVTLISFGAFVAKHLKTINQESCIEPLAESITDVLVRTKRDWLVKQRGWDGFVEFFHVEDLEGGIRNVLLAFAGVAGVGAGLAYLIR
PAFAH1B2 FP inh: PAFAH1B2 enzyme inhibitors, primary screen, biochemical, fluorescence polarization, human; Platelet-activating factor acetylhydrolase IB subunit alpha2 (Homo sapiens), P68402; recombinant PAFAH1B2, FP-rhodamine activity probe; inhibition, % at 3.39 µM; 1.2% of 340,000 active; AID 492953, 2010;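 active = inhibition above the mean of all tested compounds plus 3 SD, cut at about 24% in these data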;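 note: 0% = enzyme with DMSO and 100% = wells lacking PAFAH1B2; many of its hits are not listed in these tables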
PME-1 inh: PME-1 inhibitors via competitive probe labeling, primary screen, biochemical, fluorescence polarization, FP-Rh probe, HTS; Protein phosphatase methylesterase 1 (Homo sapiens), Q9Y570; recombinant PME-1; inhibition, % at 5.9 µM; 0.53% of 320,000 active; AID 2130, 2009;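 active = inhibition above the campaign mean of all compounds plus 3 SD, cut at about 26% in these data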;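 note: competitive labeling of PME-1 active site by serine hydrolase directed probe; 0% = PME-1 with DMSO and 100% = wells lacking PME-1 enzyme; inhibitors block probe labeling so polarization falls and inhibition rises; many of its hits are not listed in these tables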
Fam108B inh: mouse Fam108B serine hydrolase inhibitors, primary screen, counter-screen for RBBP9 inhibitor project, biochemical, fluorescence polarization; recombinant Fam108B, FP-Rh probe fluorescence polarization; inhibition, % at 9.51 µM; 0.33% of 300,000 active; AID 1947, 2009;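 active = inhibition above the screen mean inhibition plus 3 SD, computed separately per campaign, cut at about 18% in these data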;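 note: inhibitors lower polarization as less probe binds the enzyme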
BCLXL inh: inhibitors of human Bcl-xL, primary screen, biochemical, fluorescence polarization, HTS. Bcl-2-like protein 1 (Homo sapiens), Q07817. GST-Bcl-xL / FITC-Bim BH3 peptide fluorescence polarization. inhibition, % at 10.9 µM. 0.7% of 320,000 active. AID 2129, 2009;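 active = inhibition above the mean of all tested compounds plus 3 SD, cutoff set per campaign, cut at about 30% in these data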;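 note: 0% = DMSO wells and 100% = unlabeled Bim-BH3 peptide competitor; inhibitors lower millipolarization by displacing the labeled peptide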
MEX-5 binding: MEX-5 zinc finger RNA-binding disruptors – biochemical, C. elegans, fluorescence polarization, MLPCN library, primary screen; Zinc finger protein mex-5 (Caenorhabditis elegans), Q9XUB2; MEX-5/FITC-TCR2 RNA binding; hits give low values; activity score (negative = inhibition of binding), % at 10 µM; 0.38% of 300,000 active;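 active = inhibition past about -25% in most replicates, and total fluorescence under double the plate's negative control median, limit read from the data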;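 note: 0% = DMSO and -100% = 5 µM competing unlabeled TCR2 RNA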
GLD-1 RNA inh: GLD-1/TGE RNA complex disruptors, primary screen, biochemical, fluorescence polarization; 0.44% of 320,000 active; Female germline-specific tumor suppressor gld-1 (Caenorhabditis elegans), Q17339; AID 2280, 2010; purified GLD-1 + fluorescein TGE RNA; inhibition, % at 5.96 µM;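 active = percent inhibition above a per-plate cutoff, the plate mean of test compounds plus 3 SD, cut at about 30% in these data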;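 note: 0% = DMSO wells with GLD-1 and probe and 100% = wells lacking GLD-1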
AHR activator: AHR activators, primary screen, cell-based, luminescence, luciferase reporter, human. AHR-responsive luciferase reporter cells. activation, % at 5 µM. 2.5% of 320,000 active. AID 2796, 2010; in the data active = activation above about 47%;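 note: 0% = vehicle wells and 100% = reference agonist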
Numbers without * were called inactive; nt = no result given. A portion of the library; count on the stated rates, not on these rows.

mol	pPAFAH FP inh	MCL1 BIM primary	PAFAH1B2 FP inh	PME-1 inh	Fam108B inh	BCLXL inh	MEX-5 binding	GLD-1 RNA inh	AHR activator
CC(=NNC(=O)c1ccc2nc[nH]c2c1)c1ccc(Br)cc1	-6	nt	-1	nt	nt	nt	nt	1	3
O=C(NC1CCCCC1)C(c1ccco1)N(C(=O)c1csnn1)c1cccc(Cl)c1 (stereo not given)	-6	6	0	-7	-4	5	-0.5	13	5
O=C(Cc1ccccc1)Nc1ccc(C(=O)NCC2COc3ccccc3O2)cc1 (stereo not given)	11	1	5	-5	-5	4	1.7	2	0
O=C(OC1CCOC1=O)c1cc(-c2ccccc2)nc2ccccc12 (stereo not given)	0	-1	4	3	3	7	1.1	9	1
CC(C)(C)Nc1c(N)c(=O)oc2ccccc12	4	-8	0	2	2	-5	-1.1	6	-1
CC(C)(CC(=O)O)CC(=O)N1CCN(c2nc3ccc(Cl)cc3s2)CC1	-6	8	6	-7	-4	5	0.2	-1	0
COc1cccc(C(=O)/C=C/c2ccc(OCC#N)c(OC)c2)c1	7	-2	-2	-4	-6	4	2.9	1	10
O=S(=O)(c1ccc(Cl)cc1)N1CCN(S(=O)(=O)N2CCCCCC2)CC1	4	-3	-2	-1	3	-2	0.4	-3	0
Cc1ccc(C(=O)Nc2ncc(Cc3ccc(F)cc3)s2)o1	2	0	28*	-1	-1	2	-2.3	2	2
O=C(N1CCOCC1)N1CCC(c2nc(-c3ccc(S(=O)(=O)N4CCOCC4)cc3)no2)CC1	6	8	0	-4	-4	5	-3.1	6	1
Cc1nn(Cc2c(F)c(F)c(F)c(F)c2F)c(C)c1NC(=O)c1cccc(COc2ccccc2Cl)c1	0	7	2	-8	10	7	4.0	-2	0
O=C(Nc1ccc(N2CCOCC2)cc1)c1ccc(-c2ccccc2[N+](=O)[O-])o1	13	6	2	2	3	3	-1.0	7	33
COc1ccc(CC(=O)NCC2(c3ccc(OC)c(OC)c3)CCOCC2)cc1	-2	2	2	0	5	6	-0.8	3	1
Cc1n[nH]c(C)c1S(=O)(=O)N1CCN(c2ccccn2)CC1	-1	-3	-1	-4	0	1	-1.7	-1	18
O=S(=O)(NCCN1CCOCC1)c1cc(Cl)ccc1Cl	1	0	2	-1	0	1	-1.0	3	0
COc1ccc(Nc2nnc(SCC3CCCCO3)s2)cc1 (stereo not given)	5	3	2	2	4	-2	2.2	-1	21
O=C(O)/C=C/C(=O)Nc1ccccc1-c1ccccc1NC(=O)/C=C/C(=O)O	8	8	-3	3	2	5	1.0	-2	-1
O=C(N/N=C/c1ccc(OCC(=O)N2CCCCC2)cc1)c1ccccc1	9	3	3	-1	-5	2	0.5	2	0
O=c1[nH]c2ccc(S(=O)(=O)N3CCN(c4ccccc4F)CC3)cc2s1	9	5	6	5	-3	6	-0.3	11	2
COc1ccc(NC(=O)c2ccc(NC(=O)COC(=O)CC(NC(=O)c3ccccc3Cl)c3ccccc3)cc2)cc1 (stereo not given)	1	-28	-14	-13	-2	-6	2.1	-4	8
Cc1c(Cl)cccc1NC(=O)CCN1CCCC(C)C1 (stereo not given)	2	2	-1	3	2	2	1.8	7	1
COc1ccc(NS(=O)(=O)c2cc(NC(=O)c3cccc(OCc4c(C)noc4C)c3)ccc2OC)cc1	-17	0	-11	-40	-29	3	-2.2	7	-4
O=C(Cc1ccccc1Cl)NNC(=O)Nc1ccccc1	1	-6	2	4	-3	0	-1.2	1	3
CCOc1ccc(N(C)C(=O)CCc2nnc3ccc(N4CCCCC4)nn23)cc1	1	0	3	-2	0	6	0.6	7	1
CSc1ccccc1OCc1cc(C(=O)N2CCc3c(Cl)cccc3C2)no1	2	0	0	-5	-6	3	-2.0	-6	-1
c1ccc(-c2noc(C34CC5CC(CC(C5)C3)C4)n2)cc1	1	7	-1	-3	-2	7	2.7	-2	2
COc1ccc([N+](=O)[O-])cc1NS(=O)(=O)c1ccc(C(=O)N2CCCC2)cc1	-7	-2	2	5	nt	1	nt	-2	-1
CC1CC1C(=O)OCC(=O)Nc1ccc(N=Nc2ccccc2)cc1 (stereo not given)	69*	-3	3	13	8	2	-2.2	9	2
COc1ccc(NC(=O)CN2CCC(Cc3ccccc3)CC2)cc1S(=O)(=O)N1CCOCC1	6	-12	6	-4	3	-5	nt	0	2
Cc1ccc(-n2nnnc2SCC(=O)Nc2sc(C)c(C)c2C#N)cc1C	4	1	9	2	0	2	-1.8	6	2

An excerpt from above in order of molecular weight, low to high.
mol	pPAFAH FP inh	MCL1 BIM primary	PAFAH1B2 FP inh	PME-1 inh	Fam108B inh	BCLXL inh	MEX-5 binding	GLD-1 RNA inh	AHR activator
COc1ccc(Nc2nnc(SCC3CCCCO3)s2)cc1 (stereo not given)	5	3	2	2	4	-2	2.2	-1	21
COc1ccc(CC(=O)NCC2(c3ccc(OC)c(OC)c3)CCOCC2)cc1	-2	2	2	0	5	6	-0.8	3	1
COc1ccc(NC(=O)CN2CCC(Cc3ccccc3)CC2)cc1S(=O)(=O)N1CCOCC1	6	-12	6	-4	3	-5	nt	0	2
O=C(N1CCOCC1)N1CCC(c2nc(-c3ccc(S(=O)(=O)N4CCOCC4)cc3)no2)CC1	6	8	0	-4	-4	5	-3.1	6	1

Other results follow:
mol	pPAFAH FP inh	MCL1 BIM primary	PAFAH1B2 FP inh	PME-1 inh	Fam108B inh	BCLXL inh	MEX-5 binding	GLD-1 RNA inh	AHR activator
COc1ccc(C(=O)N/N=C/c2cc(Br)ccc2O)cc1OC	10	7	7	-7	1	0	-0.4	-1	29
Cn1cnc([N+](=O)[O-])c1Sc1ncn[nH]1	2	-15	8	-2	0	0	-2.8	3	-2
O=C(CCN1CCCCO1)N1CCCC(Nc2cccc(F)c2)C1 (stereo not given)	3	2	8	0	-5	4	-3.1	8	3
Cc1ccc(/C(N)=N/OC(=O)C(C)c2ccc([N+](=O)[O-])cc2)cc1 (stereo not given)	3	4	4	-3	-3	1	-1.1	5	0
CCOc1ccc(N2Cc3ncccc3C2=O)cc1	-7	6	4	1	5	3	-4.0	-11	-3
Cc1cc(-c2ccc(C)c(S(=O)(=O)N3CCN(c4ccccn4)CC3)c2)on1	4	6	3	2	-1	10	-0.2	1	1
O=C(CSc1ccc2nnc(-c3ccccn3)n2n1)N1CCN(c2ccccc2)CC1	4	5	7	-2	-1	0	-0.9	4	6
Cc1ccc(S(=O)(=O)Oc2ccc(/C=C(/NC(=O)c3ccccc3)C(=O)NCCCC(=O)O)cc2)cc1	-2	-3	11	7	-8	2	-1.2	0	1
Cc1ccc(N2C(=O)C3C(C2=O)N2C(c4cccs4)C4C(=O)N(c5ccc(C)cc5)C(=O)C4N2C3c2cccs2)cc1 (stereo not given)	5	-3	-3	-7	-7	-1	1.7	3	-1
Cc1ccc(C(=O)N2CCCC(Nc3ccc(C)c(C)c3)C2)c(=O)[nH]1 (stereo not given)	6	-12	-2	3	2	-2	-0.4	-7	2
COc1ccc(OC)c(NC(=O)Cn2cc(C=O)c3ccccc32)c1	3	-10	7	-1	2	3	1.0	6	1
COc1cc2cc(C(c3nnnn3C(C)(C)C)N3CCc4ccccc4C3)c(=O)[nH]c2cc1OC (stereo not given)	10	2	-4	-1	2	7	0.5	2	7
C[C@@H]1CN([C@H](C)CO)C(=O)c2cc(NC(=O)Nc3ccc4c(c3)OCO4)ccc2O[C@H]1CN(C)Cc1ccncc1	6	nt	1	nt	nt	nt	nt	1	2
Cc1onc(C(=O)Nc2sc3c(c2C(N)=O)CCCC3)c1[N+](=O)[O-]	8	8	17	-1	1	9	-3.2	5	6
COC(=O)c1ccccc1C(=O)N1CCCC(C(=O)c2ccc(OC)c(OC)c2)C1 (stereo not given)	0	-1	4	6	2	-2	-3.0	-13	3
CCOC(=O)c1cc(-c2ccccc2)sc1NC(=O)CC	5	11	-3	1	0	6	1.7	-4	14
CCOc1cccc(N2C(=O)CC(NCc3ccc(S(N)(=O)=O)cc3)C2=O)c1 (stereo not given)	1	-5	5	-2	1	2	1.4	2	-2
Cn1cccc1C(=O)NC(=O)COC(=O)Cc1coc2ccc3ccccc3c12	12	0	-4	1	-1	6	-1.4	5	16

By substructure: the entries above containing a tert-butyl group (two)
mol	pPAFAH FP inh	MCL1 BIM primary	PAFAH1B2 FP inh	PME-1 inh	Fam108B inh	BCLXL inh	MEX-5 binding	GLD-1 RNA inh	AHR activator
CC(C)(C)Nc1c(N)c(=O)oc2ccccc12	4	-8	0	2	2	-5	-1.1	6	-1
COc1cc2cc(C(c3nnnn3C(C)(C)C)N3CCc4ccccc4C3)c(=O)[nH]c2cc1OC (stereo not given)	10	2	-4	-1	2	7	0.5	2	7

Bioassay records from PubChem BioAssay.
